HKDC1 inh – blocks human hexokinase HKDC1 activity; Q2TB90; recombinant HKDC1, G6PDH/diaphorase resazurin coupled fluorescence; inhibition, % at 20 µM; actives 0.16% (n = 340,000);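 active = inhibition above about 35% when tested at 20 µM, limit read from the data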;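 note: plate controls were DMSO wells with enzyme for no effect and DMSO wells lacking enzyme for full effect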
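Test system: recombinant HKDC1 (HK5) hexokinase enzyme, produced in-house; Amount: enzyme 5 µg/mL final; Buffer or medium: Tris pH 8.0 buffer with MgCl2, Tween-20, BSA, BME; Reagent: glucose and ATP substrates; Doses: 20 µM test compound, 1% DMSO; Incubation: 90 min reaction incubation at room temperature, dark; Detection: resorufin fluorescence at 613 nm.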
MPTP inh – inhibitors of mitochondrial permeability transition pore. isolated mouse mitochondria, Ca2+ swelling absorbance, 30 min. inhibition, % at 10 µM. actives 1.4% (n = 360,000);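 active = inhibition of 50% or more, scaled per plate between neutral and stimulator controls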;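 note: 0% = DMSO wells given calcium and 100% = 1 mM EGTA wells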
ATG4B inh – inhibitors of human ATG4B cysteine protease | AID 504462 | actives 0.51% (n = 340,000) | Q9Y4P1 | inhibition, % at 8.33 µM | ATG4B cleavage of LC3-PLA2, NBD-HPC fluorescence, 1 h; in the data active = inhibition above about 40%
NR3A LBD binder – modulates the human NR3A ligand-binding domain. NR3A LBD differential scanning fluorimetry, Tm shift; 0% = protein alone, 100% = glycine-bound protein. AID 1259313. actives 2.5% (n = 340,000). Tm shift relative to glycine control, % at 25 µM;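 active = melting temperature shift of at least 10% of the positive control shift, at one fixed dose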
SENP7 inh – inhibitors of human SENP7 protease; Q9BQF6; recombinant SENP7, Z-RLRGG-aminoluciferin luminescence, 40 min; inhibition, % at 5 µM; actives 1.5% (n = 330,000); AID 434973;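 active = inhibition above about 50% at the single test dose, limit read from the data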;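 note: plate controls were DMSO with enzyme for no effect and no enzyme buffer wells for full effect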
Target sequence (Q9BQF6 706-1050 limits assumed): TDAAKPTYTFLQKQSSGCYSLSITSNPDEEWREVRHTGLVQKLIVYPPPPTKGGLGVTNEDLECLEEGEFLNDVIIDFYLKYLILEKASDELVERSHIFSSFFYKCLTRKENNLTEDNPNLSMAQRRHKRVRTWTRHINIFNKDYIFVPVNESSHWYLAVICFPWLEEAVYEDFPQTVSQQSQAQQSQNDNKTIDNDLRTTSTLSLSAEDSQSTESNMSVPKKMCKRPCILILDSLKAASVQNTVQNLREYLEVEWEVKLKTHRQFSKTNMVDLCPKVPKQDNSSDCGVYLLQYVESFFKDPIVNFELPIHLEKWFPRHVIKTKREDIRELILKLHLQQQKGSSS
PfG6PD inh – PfG6PD (Plasmodium falciparum) enzyme inhibition; actives 0.78% (n = 350,000); PfGluPho enzyme, NADPH resazurin-diaphorase fluorescence; inhibition, % at 20 µM; AID 504690;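 active = inhibition reaching at least a set limit at 20 µM in the primary screen, cut at about 59% in these data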;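 note: 0% = DMSO wells with substrate and 100% = DMSO wells lacking glucose-6-phosphate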
SENP6 block – SENP6 protease inhibition. Recombinant SENP6 catalytic domain, aminoluciferin luminescence. inhibition, % at 10 µM. actives 1.8% (n = 330,000);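 active = inhibition above about 50% at the single tested dose, limit read from the data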;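 note: plate controls were DMSO wells with enzyme for no effect and DMSO wells lacking enzyme for full effect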
Target sequence (Q9GZR1 628-1112 limits assumed): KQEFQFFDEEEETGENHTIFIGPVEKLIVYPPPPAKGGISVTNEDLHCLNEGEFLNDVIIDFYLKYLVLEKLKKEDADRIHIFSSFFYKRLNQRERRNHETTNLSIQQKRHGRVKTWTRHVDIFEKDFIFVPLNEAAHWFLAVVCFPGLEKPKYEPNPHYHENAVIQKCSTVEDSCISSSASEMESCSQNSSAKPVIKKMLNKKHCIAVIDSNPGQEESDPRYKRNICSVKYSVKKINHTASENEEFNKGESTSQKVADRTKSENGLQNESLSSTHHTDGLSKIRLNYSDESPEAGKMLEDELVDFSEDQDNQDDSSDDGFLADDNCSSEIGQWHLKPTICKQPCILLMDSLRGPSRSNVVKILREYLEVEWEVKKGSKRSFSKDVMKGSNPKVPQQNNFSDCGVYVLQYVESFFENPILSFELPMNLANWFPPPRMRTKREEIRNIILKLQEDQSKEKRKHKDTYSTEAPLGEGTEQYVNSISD
SENP8 inh – blocks human SENP8 cleavage of Nedd8 substrate; Q96LD8; recombinant SENP8, Nedd8 substrate fluorescence; inhibition, % at 20 µM; actives 0.64% (n = 360,000); AID 602440; in the data active = inhibition mostly above about 40%, no sharp cut-off; inactive = mostly below about 27%
Target sequence (Q96LD8 whole entry, looked up): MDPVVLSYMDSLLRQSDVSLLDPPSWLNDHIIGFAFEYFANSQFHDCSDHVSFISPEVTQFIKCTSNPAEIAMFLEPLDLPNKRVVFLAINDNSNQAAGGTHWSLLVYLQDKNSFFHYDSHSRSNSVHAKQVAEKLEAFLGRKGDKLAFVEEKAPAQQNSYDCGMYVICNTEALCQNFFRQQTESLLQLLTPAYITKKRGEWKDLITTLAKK
The depositor's hits bear a star; . = no result given.

SMILES	HKDC1 inh	MPTP inh	ATG4B inh	NR3A LBD binder	SENP7 inh	PfG6PD inh	SENP6 block	SENP8 inh
COc1ccc(N(CC(=O)Nc2cccc3ccccc23)S(C)(=O)=O)cc1	3	-0.1	-10	1	-8	3	-12	11
COC(=O)c1ccc(CNC(=O)c2cc3ccccc3oc2=O)cc1	-11	-2.3	-3	0	1	0	-14	-2
O=C(NCCc1ccccc1)C1CCCN1S(=O)(=O)c1ccccc1 (centres undefined)	15	-1.5	6	0	-4	-2	5	-3
CS(=O)(=O)Nc1ccc(C(=O)NCCc2ccccc2)cc1	3	-9.5	-1	2	17	-6	-7	24
CCCOc1ccc(CNC(=O)c2ccc3nc(N4CCOCC4)sc3c2)cc1	-7	2.8	6	-1	-1	26	8	10
COc1cccc(C(=O)CN(C(=O)c2ccc(Cl)c(Cl)c2)N2C(=O)C3CCCCC3C2=O)c1 (centres undefined)	-1	18	-4	-11	-2	-12	-14	6
Cc1oc2cc3oc(=O)c(CCC(=O)NCCN4CCOCC4)c(C)c3cc2c1C	9	0.4	-11	1	-2	-11	0	-204
O=C(Nc1ccn(-c2ccccc2)n1)c1ccc(S(=O)(=O)N2CCCCCC2)cc1	-4	1.5	5	1	-3	19	-5	6
CC(C)COC(=O)c1ccccc1N1C(=O)C2C3CCC(C3)C2C1=O (centres undefined)	4	1.2	-2	-13	-8	-11	-13	5
CCC(=O)c1c(NC)cc(C)oc1=O	-6	-1.2	8	0	0	-3	13	9
Cc1cc(C)cc(NC(=O)C2CCN(c3cnccn3)CC2)c1	-12	-0.5	-6	0	3	4	14	-395
O=S(=O)(NC1CCCC1)c1cccc(S(=O)(=O)N2CCC(n3nnc4ccccc43)CC2)c1	5	12	-12	-10	3	18	9	0
COc1ccc2ccc3ccc(OC)c(OC(C)=O)c3c2c1	10	2.9	-6	0	.	32	.	-168
O=C1NC(Cc2ccccc2)C(=O)Nc2ccc(Br)cc21 (centres undefined)	1	-0.1	-3	-1	3	0	-6	14
Cc1ccc2occ(/C=N/NC(=O)c3ccc(O)cc3)c(=O)c2c1	5	-0.6	-6	4	5	-3	-5	-27
c1ccc(Oc2cc(-c3ccccc3)ncn2)cc1	-1	3.0	-2	1	-18	-4	16	35
COc1ccc(C(=O)Nc2nnc(S(=O)(=O)Cc3ccccc3)s2)cc1	-8	-1.4	3	0	-3	-5	7	-410
Cc1ccc(C(=O)c2nc3c(n2O)CCCC3)cc1	3	2.4	3	-2	2	-14	-1	21
CNc1ccccc1C(C)(C)c1cc(C)[nH]n1	-9	1.3	-4	0	3	-5	1	19
Cc1cccc(-n2c(N)c(C(=O)N3CCN(C)CC3)sc2=S)c1	-4	-5.2	3	1	2	80*	-4	37
COc1ccc(/C=C(/NC(=O)c2cccs2)C(=O)NC(C)(C)C)cc1OC	-1	-0.9	-1	2	2	-20	0	-3
CCC(C)(C(=O)NC1CCCCC1)N(Cc1ccco1)C(=O)c1ccc2c(c1)OCO2 (centres undefined)	-8	2.6	-16	1	4	21	-9	7
C/C=C/C=C\C(=O)Nc1cccc(C2=NOC3(C2)C[C@@H](C(N)=O)N(C(=O)c2cc([N+](=O)[O-])cc([N+](=O)[O-])c2C)C3)c1 (some centres undefined)	6	-1.6	4	-6	0	36	-7	13
COc1ccc(OCCOCCN2CCN(C)CC2)cc1	-2	0.6	6	-1	0	-10	-1	-1
CC(NC(=O)COC(=O)CSCc1ccccc1)c1ccccc1 (centres undefined)	-12	-0.9	8	2	-7	-16	-8	6
CCOC(=O)c1c(NC(=O)c2ccccc2)sc2c(O)c(CN(CC)CC)ccc12	1	2.2	31	-6	2	11	-1	-50
O=C(Nc1cc(F)ccc1F)c1cccc(-n2cnnn2)c1	-3	-0.7	-4	0	17	-6	-12	1
Cn1cccc1Cc1nnc(SCC(N)=O)n1-c1ccc(F)cc1	-4	-0.3	1	-1	-5	-2	-9	3
COc1ccc(OCc2nc(N)nc(Nc3ccccc3OC)n2)cc1	2	-0.2	-16	2	1	6	-6	17
COC(=O)c1cc(C(=O)OC)n(Cc2ccc(F)cc2)n1	-12	-0.2	-12	0	-2	-9	-32	8

The final three records of the section before are carried over, then new ones follow:
SMILES	HKDC1 inh	MPTP inh	ATG4B inh	NR3A LBD binder	SENP7 inh	PfG6PD inh	SENP6 block	SENP8 inh
Cn1cccc1Cc1nnc(SCC(N)=O)n1-c1ccc(F)cc1	-4	-0.3	1	-1	-5	-2	-9	3
COc1ccc(OCc2nc(N)nc(Nc3ccccc3OC)n2)cc1	2	-0.2	-16	2	1	6	-6	17
COC(=O)c1cc(C(=O)OC)n(Cc2ccc(F)cc2)n1	-12	-0.2	-12	0	-2	-9	-32	8
COc1cccc(NC(=O)Nc2cc(C(=O)O)ccc2N2CC3CC(C2)c2cccc(=O)n2C3)c1 (centres undefined)	7	-1.4	4	-2	6	-8	-10	2
O=C(CN1CCN(c2ccccc2O)CC1)Nc1ccc(S(=O)(=O)N2CCCCCC2)cc1	3	0.0	-13	1	-10	4	-12	3
O=[N+]([O-])c1cccc(C2=NC(c3ccccc3)CO2)c1 (centres undefined)	-2	0.8	6	-6	6	5	-3	-4
Cc1cc(NCc2ccccn2)nc2ccccc12	-14	-0.4	0	-4	2	17	1	-115
CC1(C)Oc2ccc(C(=O)NC3CCCC3)cc2N(CC(=O)N2CCOCC2)C1=O	1	-0.6	-5	2	0	9	-16	6
Cc1cc2c(=O)n(CC(=O)N3CCN(c4ccc(F)cc4)CC3)cnc2s1	2	-2.9	-2	0	-10	-2	-29	11
CCN(CC(=O)NCc1ccccn1)S(=O)(=O)c1cc(Cl)ccc1Cl	-9	-0.9	-2	-1	-3	-11	-6	-3
O=C(CCCl)Nc1ccc(S(=O)(=O)NCc2ccco2)cc1	4	3.1	-9	0	3	-5	-25	23
CC(=O)NS(=O)(=O)c1ccc(NC(=O)CSc2ccc(Cl)cc2)cc1	-1	.	8	8	2	-24	13	.
COc1ccc(CNCC(O)COc2cccc3c2OC(C)(C)C3)cc1 (centres undefined)	-3	75*	-2	0	-7	-15	5	27
COc1cc(C(=O)Nc2cc(C(F)(F)F)ccc2-n2cncn2)cc(OC)c1OC	-6	-0.1	-6	2	1	18	2	19
COc1ccccc1C(=O)NC(CCSC)C(=O)NCCCSc1ccccc1 (centres undefined)	1	-0.4	-2	4	11	12	-11	5
O=C(NCc1ccccc1CN1CCCC1)c1cccc(S(=O)(=O)N2CCCC2)c1	-5	-1.3	5	0	3	1	1	16
OCCC1CN(Cc2c(F)cccc2Cl)CCN1C1CCCCC1 (centres undefined)	-5	0.5	22	0	8	7	-16	19
Nc1nc(N)c2[nH]cnc2n1	2	.	-12	-2	5	7	-7	.
CCn1c(=O)cc(C(F)(F)F)[nH]c1=S	-5	0.3	-16	0	-12	32	6	23
CCCC/C=C/C(NC(=O)c1ccc(-c2ccccc2)cc1)c1ccccc1 (centres undefined)	-1	1.2	-9	1	-6	1	-10	8
OCCC1CN(CC(c2ccccc2)c2ccccc2)CCN1C1CCCC1 (centres undefined)	-6	-0.5	1	-4	2	-10	-1	14
Cc1noc(C)c1COc1ccc(C(=O)NCc2ccccn2)cc1	-7	-1.0	0	0	-1	-12	-12	22
N#CCc1ccc(NC(=O)c2cc(S(=O)(=O)N3CCOCC3)ccc2Cl)cc1	4	0.4	-1	7	-7	-13	0	12
O=C(CCC(=O)N/N=C/c1ccco1)N/N=C/c1ccco1	0	0.2	-7	1	1	6	-10	17
COC(=O)c1ccc(C(=O)O)nc1	-2	0.1	2	2	2	-7	13	29
CC(=O)OC(C(=O)NCc1ccco1)c1ccncc1 (centres undefined)	-2	-2.7	-3	-1	-11	-11	-12	24
Cc1ccc(S(=O)(=O)N(Cc2ccccc2)c2ccccn2)cc1[N+](=O)[O-]	1	0.2	3	2	3	1	-6	-4
O=S(=O)(NCCc1csc(-c2cccnc2)n1)c1ccc(F)cc1	-3	-1.1	-3	2	-3	3	-7	-4
COC(=O)N1CCN(CCc2ccccc2)CC1	-3	-0.5	-2	0	-9	3	6	11
CCOc1ccc(NC(=O)CCc2nnc3ccc(N4CCC(C)CC4)nn23)cc1	1	-0.5	1	-3	4	0	1	-11
Cc1csc(NC(=O)CNC(=O)OCc2ccccc2)n1	-7	2.0	-2	-1	4	-3	16	22
COC(=O)COc1cccc2c(=O)n(CC(=O)NCCc3ccc(OC)c(OC)c3)ccc12	0	0.2	-25	-1	-4	3	-8	-27
CCCCCCCCCc1nc(N)n[nH]1	1	1.0	4	-1	-3	-7	-3	26
COc1cccc(CCc2nnc(CCC(=O)N3CCCC3c3nccs3)o2)c1 (centres undefined)	-3	-1.7	-4	2	8	2	-16	9
Cn1c(CCc2ccccc2)nnc1SCC(=O)N1CCCC1	-7	-2.6	-10	-1	-9	14	3	16
Cc1nnc(SCC(=O)NCCN2C(=O)CSC2=O)s1	-3	0.5	-6	1	3	4	-8	12
Nc1nc(N)nc(-c2cccc(Cl)c2Cl)n1	-6	0.1	-11	-1	4	7	-5	-26
CCC1CCC(NC(=O)Nc2cccc(OC)c2)CC1 (centres undefined)	-10	49	-3	-4	4	5	17	8
CCNc1nc(N)nc(Oc2ccc(OCC)nn2)n1	-12	0.5	-3	-4	73*	29	-2	6

17 entries out of the list, ordered by number of heavy atoms, smallest number first:
SMILES	HKDC1 inh	MPTP inh	ATG4B inh	NR3A LBD binder	SENP7 inh	PfG6PD inh	SENP6 block	SENP8 inh
Nc1nc(N)c2[nH]cnc2n1	2	.	-12	-2	5	7	-7	.
COC(=O)c1ccc(C(=O)O)nc1	-2	0.1	2	2	2	-7	13	29
CCn1c(=O)cc(C(F)(F)F)[nH]c1=S	-5	0.3	-16	0	-12	32	6	23
CCCCCCCCCc1nc(N)n[nH]1	1	1.0	4	-1	-3	-7	-3	26
Nc1nc(N)nc(-c2cccc(Cl)c2Cl)n1	-6	0.1	-11	-1	4	7	-5	-26
COC(=O)N1CCN(CCc2ccccc2)CC1	-3	-0.5	-2	0	-9	3	6	11
CC(=O)OC(C(=O)NCc1ccco1)c1ccncc1 (centres undefined)	-2	-2.7	-3	-1	-11	-11	-12	24
Cc1csc(NC(=O)CNC(=O)OCc2ccccc2)n1	-7	2.0	-2	-1	4	-3	16	22
O=C(CCC(=O)N/N=C/c1ccco1)N/N=C/c1ccco1	0	0.2	-7	1	1	6	-10	17
Cn1c(CCc2ccccc2)nnc1SCC(=O)N1CCCC1	-7	-2.6	-10	-1	-9	14	3	16
OCCC1CN(Cc2c(F)cccc2Cl)CCN1C1CCCCC1 (centres undefined)	-5	0.5	22	0	8	7	-16	19
Cc1noc(C)c1COc1ccc(C(=O)NCc2ccccn2)cc1	-7	-1.0	0	0	-1	-12	-12	22
Cc1ccc(S(=O)(=O)N(Cc2ccccc2)c2ccccn2)cc1[N+](=O)[O-]	1	0.2	3	2	3	1	-6	-4
N#CCc1ccc(NC(=O)c2cc(S(=O)(=O)N3CCOCC3)ccc2Cl)cc1	4	0.4	-1	7	-7	-13	0	12
COc1cccc(CCc2nnc(CCC(=O)N3CCCC3c3nccs3)o2)c1 (centres undefined)	-3	-1.7	-4	2	8	2	-16	9
CCOc1ccc(NC(=O)CCc2nnc3ccc(N4CCC(C)CC4)nn23)cc1	1	-0.5	1	-3	4	0	1	-11
COC(=O)COc1cccc2c(=O)n(CC(=O)NCCc3ccc(OC)c(OC)c3)ccc12	0	0.2	-25	-1	-4	3	-8	-27

Screening results deposited in PubChem by Sanford-Burnham Center for Chemical Genomics.

No enrichment for hits; 6.9% or so of the library scored in one or more.
